# Compound activity (PubChem BioAssay)
# SIAE primary: human SIAE inhibition, primary screen. Q9HAT2. SIAE FP-Rh probe binding, fluorescence polarization. inhibition, % at 9.66 µM. 370,000 compounds, 0.69% hits;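 active = inhibition above a cutoff: mean of compounds within the control limits plus 3 SD of those, cut at about 17% in these data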;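 also: 0% = plate median of compound wells and 100% = probe without SIAE protein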
# TDP2 absorb: blocks human TDP2 phosphodiesterase activity | AID 720702 | 370,000 compounds, 0.34% hits | recombinant TDP2, T5PNP hydrolysis, p-nitrophenol absorbance 415 nm | inhibition, % at 12.8 µM;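 active = inhibition above the mean of all tested compounds plus 3 SD, set per campaign, cut at about 25% in these data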;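 also: 0% = DMSO with enzyme and 100% = buffer with substrate but no TDP2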
# Target sequence (O95551 whole entry, looked up): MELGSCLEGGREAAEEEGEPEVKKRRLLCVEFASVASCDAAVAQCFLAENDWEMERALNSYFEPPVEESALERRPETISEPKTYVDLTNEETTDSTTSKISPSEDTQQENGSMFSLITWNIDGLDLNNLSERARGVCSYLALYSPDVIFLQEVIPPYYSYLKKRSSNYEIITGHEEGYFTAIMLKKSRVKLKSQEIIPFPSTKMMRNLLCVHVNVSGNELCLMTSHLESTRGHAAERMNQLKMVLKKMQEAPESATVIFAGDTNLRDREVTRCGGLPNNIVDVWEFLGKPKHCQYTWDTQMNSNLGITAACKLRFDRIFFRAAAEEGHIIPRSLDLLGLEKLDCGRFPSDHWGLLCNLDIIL
#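 System: recombinant human TDP2 / Amount: 120 nM TDP2 per well / Also added: 5 mM T5PNP chromogenic substrate / Doses: 12.8 µM single point, 1% DMSO / Incubation: 2 h at 37 °C / Detection: p-Nitrophenol epi absorbance / Evaluation: % inhibition relative to enzyme-containing and enzyme-free wells / Repeats: singlicate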
# rCAG binder: binds r(CAG) RNA repeats. r(CAG) RNA repeat, TO-PRO-1 dye displacement fluorescence. inhibition, % at 3 µM. 370,000 compounds, 1.3% hits;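 active = inhibition above the plate cutoff, the mean of all test compounds on that plate plus 3 SD, cut at about 35% in these data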;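 also: 0% = DMSO alone and 100% = 100 µM mitoxantrone as full dye displacement; higher means more dye released from RNA so lower well fluorescence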
# TCR-CD3 inh: human TCR-CD3 binding inhibition; 360,000 compounds, 0.37% hits; inhibition, % at 9.4 µM; TAMRA-labeled TCR probe fluorescence, biochemical; in the data active = inhibition above about 19%;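 also: recombinant mutant TCR 2C K166C tagged with TAMRA read by polarization; 0% = receptor in buffer alone and 100% = receptor with positive control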
# PRMT1 inh: blocks human protein arginine methyltransferase 1 | inhibition, % at 2.79 µM | 370,000 compounds, 1.3% hits | AID 652257 | recombinant PRMT1, activity-based probe fluorescence polarization | Q99873;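 active = inhibition above about 21% made by adding two undisclosed values, limit read from the data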
# Target sequence (Q99873 whole entry, looked up): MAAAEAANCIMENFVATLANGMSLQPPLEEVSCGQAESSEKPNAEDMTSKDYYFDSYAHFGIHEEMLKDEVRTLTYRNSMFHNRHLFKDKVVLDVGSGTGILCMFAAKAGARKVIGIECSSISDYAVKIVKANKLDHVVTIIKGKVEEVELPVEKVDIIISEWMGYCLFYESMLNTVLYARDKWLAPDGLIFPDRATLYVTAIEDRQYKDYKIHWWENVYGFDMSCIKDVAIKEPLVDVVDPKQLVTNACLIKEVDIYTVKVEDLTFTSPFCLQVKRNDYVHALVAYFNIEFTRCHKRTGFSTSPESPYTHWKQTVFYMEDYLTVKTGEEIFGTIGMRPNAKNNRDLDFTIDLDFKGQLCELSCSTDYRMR
# ABHD4 inh: inhibitors of mouse ABHD4. purified mABHD4, FP-Rh probe fluorescence polarization. inhibition, % at 8.92 µM. 370,000 compounds, 0.54% hits. AID 720543;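 active = inhibition exceeding the mean over every tested compound plus 3 SD, cut at about 30% in these data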;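 also: 0% = plate median of compound wells and 100% = S159A mutant with DMSO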
# Target sequence (Q8VD66 whole entry, looked up): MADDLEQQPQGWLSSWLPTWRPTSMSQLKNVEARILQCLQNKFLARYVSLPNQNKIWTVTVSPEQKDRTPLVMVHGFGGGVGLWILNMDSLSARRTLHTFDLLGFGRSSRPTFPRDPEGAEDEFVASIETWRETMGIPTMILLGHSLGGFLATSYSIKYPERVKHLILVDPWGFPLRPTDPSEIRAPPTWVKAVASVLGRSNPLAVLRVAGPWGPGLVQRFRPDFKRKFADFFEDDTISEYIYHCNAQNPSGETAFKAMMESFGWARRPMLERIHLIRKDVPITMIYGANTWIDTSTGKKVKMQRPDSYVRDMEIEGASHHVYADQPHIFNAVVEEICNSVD
#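 Assay system: wild-type mouse ABHD4 protein; compound: single nominal dose of 8.92 µM, 0.89% DMSO final; schedule: 45 min + 60 min at 25 °C; measured by: FP readout, ex 525 nm / em 598 nm; evaluation: % inhibition of FP-Rh probe binding versus controls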
# GC-B act: GC-B (human) receptor activation; activation, % at 10 µM; 370,000 compounds, 0.11% hits; P20594; HEK293-GC-B cells, CNP EC30, cGMP TR-FRET; 0% at EC30 CNP, 100% saturating CNP;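 active = activation at 10 µM reaching about 35% in either raw or pattern-adjusted values, limit read from the data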
# LEDGF integ inh: blocks HIV-1 LEDGF/p75-dependent DNA integration | TR-FRET IN-LEDGF/p75 DNA integration, Eu/Cy5 | inhibition, % at 3.7 µM | 370,000 compounds, 0.64% hits;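 active = inhibition above the screen-wide mean plus 3 SD, cut at about 13% in these data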;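 also: signal is the Cy5 over europium emission ratio at 671 and 618 nm; 0% = plate median of compound wells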
# HTRA1 inh: inhibitors of human serine peptidase HTRA1; 340,000 compounds, 0.5% hits; recombinant HTRA1, FP-rhodamine activity-based probe, fluorescence polarization; Q92743; inhibition, % at 5.96 µM; in the data active = inhibition above about 36%;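 also: 0% = enzyme with DMSO and 100% = wells lacking enzyme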
# MBD2 inh: MBD2-methylated oligo binding inhibition | 370,000 compounds, 0.31% hits | TR-FRET, MBD2 binding to methylated oligonucleotide | AID 686964 | inhibition, % at 4.4 µM | Q9UBB5; in the data active = inhibition above about 13%
# Numbers without * were called inactive; · = not tested or not shown. An excerpt; count on the stated rates, not on these rows.
# Results follow in this order: SIAE primary	TDP2 absorb	rCAG binder	TCR-CD3 inh	PRMT1 inh	ABHD4 inh	GC-B act	LEDGF integ inh	HTRA1 inh	MBD2 inh
1: O=C(O)c1ccc(OCC(O)Cn2c3ccccc3c3ccccc32)cc1 (stereo unspecified)
→ -8	9	22	-6	3	-14	-1	-3	-12	3
2: CCOC(=O)[C@@H]1C(c2c(OC)cc(OC)cc2OC)=NO[C@@H]1C(=O)OCC
→ 10	5	-5	-9	-3	2	-7	1	2	-4
3: COc1cccc(CNS(=O)(=O)/C=C/c2ccc3c(c2)OCO3)c1
→ 0	-2	5	-5	0	5	2	0	-22	1
4: CC1=NN(C(N)=S)C(=O)C1N=Nc1cccc(C(=O)O)c1 (stereo unspecified)
→ 3	-9	1	6	-4	-2	-1	0	4	-2
5: N#CC(C(=O)NC1CCCCC1)=C1CCCCC1
→ 4	-7	-2	-7	4	7	0	-3	2	2
6: Cc1ccc(NC(=O)CCNS(=O)(=O)c2cccc3nsnc23)cc1F
→ 1	-1	0	-7	-1	5	0	-4	2	3
7: CCOC(=O)c1sc2nc(N3CCOCC3)c3c(c2c1N)CC(C)(C)N(C)C3
→ 6	0	-8	5	-2	-6	-17	2	2	6
8: COc1cc(/C=C2\C(=O)N(CCC#N)N=C2C)c(Br)cc1OC(C)C
→ 13	23	-1	-10	1	-4	7	5	8	-11
9: O=C(CSc1ccc(Br)cc1)N1CCOCC1
→ -10	3	0	-2	2	-3	-2	-6	6	0
10: Cc1ccc(C)c(OCCSc2nnc(C)c(=O)[nH]2)c1
→ 6	-1	-1	2	-3	1	-6	5	1	-1
11: CC(Oc1ccc([N+](=O)[O-])cc1Cl)C(=O)Nc1ccc(C(N)=O)cc1 (stereo unspecified)
→ 1	6	-1	2	-1	-3	-7	2	·	4
12: CCOC(=O)c1ccc[n+](CC(=O)Nc2ccccc2OC(F)F)c1
→ -7	-8	1	-3	4	0	3	0	-8	1
13: Cc1ccc(C)c(Nc2cc(C)nc(-c3ccccc3O)n2)c1
→ -7	-1	-1	1	-5	-9	-4	3	-27	-4
14: CN(C)/C(=N\O)c1c(Cl)cccc1Cl
→ -1	-15	-1	-8	2	6	6	-6	4	-1
15: O=C(O)CCNC(=O)CCCn1nnc2ccccc2c1=O
→ 1	5	-3	2	-2	-2	4	-1	-6	2
16: CN(C)C(=O)C1C2NC(=S)N(c3ccc(Cl)cc3)C1(C)Oc1ccc(Cl)cc12 (stereo unspecified)
→ 2	0	-3	-3	2	2	-4	3	-7	4
17: CCN(c1ccccc1)S(=O)(=O)c1cccc(C(=O)NCCOc2ccccc2OC)c1
→ 4	2	-3	-2	1	-5	4	-3	-7	-6
18: CC12/C(=N/O)C3C4CC5C3/C(=N/O)C1C5C42 (stereo unspecified)
→ 0	4	-1	5	-1	-2	-3	4	-4	2
19: Cc1cc(=O)oc2cc(NC(=O)CC3(CC(=O)O)CCCC3)ccc12
→ 8	17	6	3	0	2	-4	21*	·	-7
20: COc1ccc(CCN2CC(C(=O)Nc3nnc(Cc4ccccc4)s3)CC2=O)cc1OC (stereo unspecified)
→ -2	-1	1	-2	-2	2	0	0	6	-3
21: CC(=O)N(C)Cc1ccc(C(=O)CSc2nnc(C3CC3)n2C2CC2)cc1
→ -5	-8	0	-3	-3	-13	2	10	6	-4
22: O=C(CCNS(=O)(=O)c1ccccc1C(F)(F)F)NCCCSc1ccccc1
→ 2	-10	0	-7	-3	-19	-6	11	-1	-3
23: CCS(=O)(=O)C(=C(Nc1ccc(OC)cc1)Nc1ccc(OC)cc1)S(=O)(=O)CC
→ 7	6	-4	-8	1	2	1	1	10	5
24: NC(=O)C1CCN(C(=O)CSc2ccccn2)CC1
→ -11	3	0	1	0	2	3	-3	-1	1
25: Cc1ccc(OCCn2ccnc2)c(C)c1
→ -10	-3	-6	-12	7	-9	2	2	4	5
26: CCCn1c(SCC(=O)NNC(=O)c2ccccc2)nnc1-c1cccnc1
→ 0	16	0	0	-2	1	2	1	5	1
27: CCOC(=O)c1sc(N/N=C/c2ccccc2)nc1C
→ -5	-11	7	4	17	4	-9	2	-6	-3
28: CCN(CC)c1ccc(S(=O)(=O)N2CCOCC2)cc1NC(=O)COC(=O)c1cccnc1SC
→ -1	-2	3	1	0	1	13	0	4	-2
29: Cc1nc2cc(NC(=O)C3(C)CCCN(C(C)C)C3)ccc2o1 (stereo unspecified)
→ 4	-4	0	1	-7	1	4	5	·	-6
30: CCC(C)c1ccc2oc(-c3ccc(NC(=O)c4ncn[nH]4)cc3)nc2c1 (stereo unspecified)
→ -17	0	11	-2	0	2	-5	4	-14	0

# Next part (2 carried over from the part before).
# Results follow in this order: SIAE primary	TDP2 absorb	rCAG binder	TCR-CD3 inh	PRMT1 inh	ABHD4 inh	GC-B act	LEDGF integ inh	HTRA1 inh	MBD2 inh
29: Cc1nc2cc(NC(=O)C3(C)CCCN(C(C)C)C3)ccc2o1 (stereo unspecified)
→ 4	-4	0	1	-7	1	4	5	·	-6
30: CCC(C)c1ccc2oc(-c3ccc(NC(=O)c4ncn[nH]4)cc3)nc2c1 (stereo unspecified)
→ -17	0	11	-2	0	2	-5	4	-14	0
31: c1ccc2c(c1)nnn2-c1ccncc1
→ -2	1	0	-4	8	3	1	-5	-4	2
32: Cc1ccc(C(=O)COC(=O)c2ccco2)cc1C
→ -1	0	-5	4	3	-3	1	-4	-8	4
33: CC(=O)Nc1ccc(C(=O)OCC(=O)NC(=O)NC2CCCCC2)cc1
→ -6	-7	-6	0	3	-15	-5	-2	12	4
34: C[C@@H]1CC=C[C@H]2[C@H]1C(=O)N(Cc1ccccc1)[C@H]2c1ccc(-c2ccc(N(C)C)cc2)cc1F
→ 0	0	5	-2	-2	7	-1	-3	-19	0
35: CC(=O)c1cccc(OCC(=O)Nc2cccc(C(=O)Nc3c(C)n(C)n(-c4ccccc4)c3=O)c2)c1
→ 2	-7	1	4	2	4	3	2	-5	-2
36: COc1ccc(NS(=O)(=O)c2cccc3cccnc23)cc1Cl
→ 3	-6	0	10	1	-5	-17	1	-12	-5
37: COc1cccc(CNC(=O)CN2C(=O)CSc3ccc(S(=O)(=O)N4CCCC4)cc32)c1
→ 6	5	-1	7	1	-1	0	5	-2	0
38: Cc1ccc(CN2C(=O)CCC2C(=O)NCCCN2CCOCC2)cc1 (stereo unspecified)
→ 0	8	2	6	1	2	-1	-1	-7	-4
39: Cc1ccc2c(c1)N(CC(=O)N1CCCCC1C)C(=O)CO2 (stereo unspecified)
→ 2	-14	-2	-2	2	-1	7	-5	-2	-1
40: CCOc1ccc(NC(=O)CCCn2c(=S)[nH]c3ccsc3c2=O)cc1
→ 1	4	4	2	2	2	-6	-1	1	-3
41: CN1CCN(C(=S)Nc2ccc(Cl)cc2Cl)CC1
→ -4	-4	3	0	-2	-7	6	-4	-1	0
42: Nc1scc[n+]1Cc1cccc2cccnc12
→ 0	-5	-1	7	-7	-4	3	0	7	5
43: Cc1ccc(-n2ncc3c(=O)[nH]c(SCC(=O)N4CCC(C)CC4)nc32)cc1C
→ 1	1	2	-7	6	-1	-4	-3	1	0
44: CCN1CCN(C(c2ccc(C(F)(F)F)cc2)c2ccc3cccnc3c2O)CC1 (stereo unspecified)
→ 5	-13	1	0	6	12	0	3	32	-7
45: CCn1cc(C(=O)O)c(=O)c2cnc(N3CCN(C(=S)NC(=O)c4ccc(Cl)cc4Cl)CC3)nc21
→ -13	-17	1	10	-1	-9	-1	6	6	5
46: CCn1c(=O)cc(SCC(=O)N2CCN(C)CC2)c2ccccc21
→ -8	9	-5	-3	-1	1	-1	2	10	2
47: CCc1cccc(NC(=O)c2ccc(Br)o2)c1
→ -1	-7	3	-3	0	-8	-10	0	-10	-5
48: O=C(O)CCc1ccc(S(=O)(=O)Nc2ccc(OCc3ccccc3)cc2)cc1
→ 12	-5	23	-4	0	-15	2	7	-4	-6
49: COc1ccc(Cc2nnc(NC(=O)c3ccco3)s2)cc1
→ 1	1	-2	-7	3	3	-3	0	4	1
50: CCc1nnc(NCC(=O)N2CCc3ccccc32)s1
→ -1	-4	20	-3	-2	-14	3	6	-9	-4
51: CCn1cc(C(=O)O)c(=O)c2cc(OC)ccc21
→ 6	7	0	5	-1	4	-3	0	-5	-7
52: CCOC(=O)C1CCCN(CC(O)COc2cccc(C)c2)C1 (stereo unspecified)
→ 2	-2	-2	7	-3	0	5	-1	9	3
53: COc1cc2c3c(c1OC)C1(C=CC(=NNC(N)=O)C=C1)CC3N(C(C)=O)CC2 (stereo unspecified)
→ -13	-14	0	1	2	-8	3	1	-4	2
54: C=CCN1C(=O)CN=C1Nc1ccccc1
→ 2	3	-2	-1	-1	1	6	3	0	-6
55: COc1cc(/C=C/C(=O)OCC(=O)N2CCCc3ccccc32)ccc1OCC#N
→ 6	-9	2	10	0	2	4	-4	-2	-5
56: COC(=O)c1c(C(=O)OC)c(-c2cccc(C)c2)n2c1CS(=O)(=O)C2
→ -6	-4	2	1	-1	6	1	1	12	-1
57: Cc1cc(=O)[nH]c2nnc(SCC(=O)N3CC(C)OC(C)C3)n12 (stereo unspecified)
→ -1	5	1	-4	8	-3	-5	-1	11	2
58: C[n+]1ccc(CC2C(=[N+]([O-])[O-])C=Nc3ncnn32)cc1 (stereo unspecified)
→ 3	-6	-4	-1	1	-5	1	0	1	-3
59: O=S(=O)(CCN1CCCCC1)Oc1ccc(Cl)cc1Cl
→ 3	-13	1	-2	9	2	3	-7	3	-3
60: Cc1ccc(N(CC(=O)NCCSc2ccccn2)S(C)(=O)=O)cc1
→ 3	9	-5	0	-2	2	3	2	6	-4
61: O=C(NC1CCCC1)C1c2ccccc2OCC(=O)N1Cc1ccco1 (stereo unspecified)
→ 1	6	2	4	3	3	-7	-3	·	-5
62: O=C(NCCc1nc2ccccc2[nH]1)c1ccc([N+](=O)[O-])cc1
→ -2	2	-4	-1	2	10	0	-2	0	4
63: O=C(Nc1ccccc1N1CCCCC1)c1ccc([N+](=O)[O-])o1
→ 11	-9	1	1	0	0	-14	0	-5	0
64: CC(=O)N(C1=C(N)C(=O)c2ccccc2C1=O)c1ccccc1
→ 1	29*	1	-7	4	-4	6	12	-1	-16
65: Cc1cccc(OCCCC(=O)Nc2ccc(N3CCCCC3)cc2)c1
→ 0	9	-7	4	-2	-4	0	-3	-9	-4
66: CC(C)C[C@H](NC(=O)c1nc[nH]c1C(=O)N(C)Cc1ccccc1)C(=O)OC(C)(C)C
→ 8	-8	-9	5	-2	3	0	-1	-5	-1
67: COc1ccc(N2CCN(S(=O)(=O)c3c[nH]c(=O)[nH]c3=O)CC2)cc1
→ 3	-2	0	2	0	6	1	-1	-4	-4
68: CCCc1nnc(SCC(=O)N2CCCC(C)C2)n1CCCOC (stereo unspecified)
→ -5	2	-3	-2	3	3	0	-6	3	0
69: O=C(Nc1ccc([N+](=O)[O-])cc1)c1cc2ccccc2nc1Cl
→ -4	-13	5	0	6	-7	9	-6	-6	8
70: CCN1CCC(NC(=O)Nc2ccccc2C(=O)OC)CC1
→ -2	4	-4	-5	-1	3	0	-3	6	4
71: CC(C)(C)C(=O)Nc1ccc(S(=O)(=O)c2ccc(NC(=O)C(C)(C)C)cc2)cc1
→ -2	-1	0	-6	0	-2	3	2	-18	1
72: c1ccc2c(c1)oc1c(N3CCN(Cc4ccc5c(c4)OCO5)CC3)ncnc12
→ 1	0	-5	8	-1	-10	-5	1	-15	-2
